From PubChem BioAssay
AMA1 RON2 block – qHTS for Inhibitors of AMA1-RON; Towards Development of Antimalarial Drug Lead: Primary Screen; Plasmodium falciparum AMA1 (3D7) - RON2 peptide interaction; AlphaScreen AMA1-biotinylated RON2 peptide binding; Potency, µM (highest dose often 58.2 µM), without a hit: at the top dose activity change, negative = inhibition, most hits filed as inhibitors; 360,000 tested, 0.2% active;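 further: potency means the concentration at half of the fitted maximal effect; 0% = vehicle wells and -100% = peptide control; nearly all actives have a fitted effect of over 45% in size; some results filed as inactive show a strong effect at the top dose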
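AMA1 (3D7) with his tag at 25 nM final met compounds first, then biotinylated RON2 peptide at 25 nM; detection used donor plus acceptor beads, 10 µg/mL apiece, read by AlphaScreen after 30 min at room temperature.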
FBPA Giardia inh – qHTS Assay for Inhibitors of Fructose-1,6-bisphosphate Aldolase from Giardia Lamblia; Potency, µM (highest dose often 59.6 µM), for inactives: top-dose activity, negative = inhibition, actives largely listed as inhibitors; 290,000 tested, 0.71% active; purified Giardia FBPA; AID 2451, 2010; A8B2U2; further: potency means the concentration at half of the fitted maximal effect; nearly all actives have a fitted effect of over 55% in size
Target sequence (A8B2U2 whole entry, looked up): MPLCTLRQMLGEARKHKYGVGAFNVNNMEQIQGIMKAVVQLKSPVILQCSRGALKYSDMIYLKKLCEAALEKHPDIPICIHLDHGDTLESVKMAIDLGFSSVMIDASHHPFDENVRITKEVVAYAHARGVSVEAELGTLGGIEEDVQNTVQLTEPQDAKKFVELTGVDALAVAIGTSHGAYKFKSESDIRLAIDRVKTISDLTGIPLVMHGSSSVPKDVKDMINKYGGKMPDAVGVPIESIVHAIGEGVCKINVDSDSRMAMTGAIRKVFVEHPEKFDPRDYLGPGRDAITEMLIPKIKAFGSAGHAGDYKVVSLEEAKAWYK
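Giardia FBPA (40 nM reagent) was preincubated 10 min at RT with compound (up to 57.5 uM final), then substrate plus GAPDH/TPI/NAD/arsenate coupling system with diaphorase/resazurin was added; resorufin fluorescence (525/598 nm) was read after 20 min.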
Sm TGR inh – qHTS Assay for the Inhibitors of Schistosoma Mansoni Peroxiredoxins. Schistosoma mansoni thioredoxin glutathione reductase (TGR), Q962Y6. purified TGR, DTNB reduction, TNB absorbance 405 nm. Potency, µM (top dose mostly 114 µM), for inactives: at the highest dose activity change, negative = inhibition, usual class: inhibitors. 360,000 tested, 3% active. AID 485364, 2010; further: potency means the concentration at half of the fitted maximal effect; nearly all actives have a fitted effect of over 60% in size
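First, TGR (20 nM dispensed) and NADPH were mixed with compound. Second, a 15 min room-temperature incubation followed. Third, further NADPH and then DTNB were added to start the reaction. Finally, TNB absorbance was monitored kinetically.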
HCMV inh – qHTS Assay for inhibitors of the human cytomegalovirus (HCMV) | 410,000 tested, 4.5% active | HFF cells, HCMV-luciferase reporter, 72 h; hits give low values | AID 1259415, 2018 | activity change, negative = inhibition, % at 57.5 µM; in the data active means activity change below about -60%; inconclusive means no clear call, values can overlap the other calls; inactive means above about -39%
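Two-dose cell screen: HFF monolayers treated with compounds and infected with luciferase-expressing HCMV at 1 PFU/cell, 72 h at 37C, then lysed for luciferase measurement.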
AmpC detergent – qHTS Inhibitors of AmpC Beta-Lactamase (assay with detergent); P00811; 370,000 tested, 0.041% active; AID 485294, 2010; AmpC hydrolysis of nitrocefin, absorbance 480 nm, 0.01% Triton; Potency, µM (highest dose often 114 µM), for the others: at the top dose activity change, negative = inhibition, actives largely listed as inhibitors;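 further: potency means the concentration at half of the fitted maximal effect; 0% = no-compound wells and -100% = no-enzyme wells; nearly all actives have a fitted effect of over 25% in size; some results filed as inactive show a strong effect at the top dose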
Target sequence (P00811 whole entry, looked up): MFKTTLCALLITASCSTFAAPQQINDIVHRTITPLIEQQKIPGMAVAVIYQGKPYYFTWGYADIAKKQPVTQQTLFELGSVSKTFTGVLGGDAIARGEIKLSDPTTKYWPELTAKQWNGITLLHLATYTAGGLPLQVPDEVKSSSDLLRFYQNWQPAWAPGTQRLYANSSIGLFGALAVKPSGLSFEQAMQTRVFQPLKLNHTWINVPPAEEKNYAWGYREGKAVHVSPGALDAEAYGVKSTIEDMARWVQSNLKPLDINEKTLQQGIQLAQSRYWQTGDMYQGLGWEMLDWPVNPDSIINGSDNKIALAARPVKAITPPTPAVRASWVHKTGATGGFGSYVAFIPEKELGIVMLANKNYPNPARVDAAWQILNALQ
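20 mM phosphate pH 7.0 + 0.01% (detergent screen) or 0.0001% Triton X-100; 5.3 nM AmpC reagent; cpd preinc 15 min RT; nitrocefin (800 uM stock) to start; A480 q20 s × 4 min; Activity was normalised to no-enzyme and no-compound control wells.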
HCV inh – qHTS Assay for Inhibitors of Hepatitis C Virus (HCV); Huh7.5.1 HCVcc-Cre infection, luciferase reporter, 44 h; Potency, µM (top dose mostly 41.8 µM), for the others: at the highest dose activity change, negative = inhibition, usual class: inhibitors; 340,000 tested, 3.4% active; further: potency means the concentration at half of the fitted maximal effect
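Antiviral activity was scored by luciferase reporter output from cells infected with HCVcc-Cre (~0.5 moi) in presence of compound, 44 h infection period, cells seeded 1,000/well 4 h prior.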
Active calls of the source: *; u = inconclusive; x = not tested or not shown; [ ] = another dose, or the depositor's remark. Unless noted, the call rests on the fitted dose curve; in most records, active means well fitted curve in the direction sought with a large enough effect; inconclusive means small, poorly fitted or top-dose-only effect, or another doubt; inactive means no such curve, though single readings can be large; an effect the other way counts as inactive or inconclusive. Unless noted, on the % scale 0 is the no-effect control and ±100 the full control effect.

SMILES | AMA1 RON2 block | FBPA Giardia inh | Sm TGR inh | HCMV inh | AmpC detergent | HCV inh
O=C1CCC([N+](=O)[O-])C(c2cccc(Cl)c2Cl)N1 (centres undefined) | 1% | 1% | 4% | 1 | -6% | 5%
Cc1ccc(C)c(Cn2nnc(C(=O)NCc3ccc(Cl)cc3Cl)c2N)c1 | x | x | 7% | -16 | 14% | x
Cc1ccc(CNc2ncnc3c2nnn3C)cc1 | x | x | 2% | -2 | -4% | x
COc1cc(F)cc(C2=CC(=O)C[C@H](c3ccc(F)cc3)C2)c1 | -12% | x | 0% | 8 | -6% | u
CNC(=O)Oc1ccc(C(=O)N2c3ccccc3NC(=O)C2C)cc1 (centres undefined) | 8% | -4% | 3% | u | -3% | 9%
Cc1ccccc1OCCn1cc(C=O)c2ccccc21 | 1% | -18% | -3% | 2 | -3% | 20%
COc1ccc(S(=O)(=O)N2CCN(C(=O)COc3ccc4c(C)cc(=O)oc4c3)CC2)cc1 | 15% | -1% | 3% | u | -3% | -20%
CCOc1ccc2[nH]cc(C(=O)NCCc3ccccc3)c(=O)c2c1 | 13% | 14% | 92%[activator] | -21 | 5% | u
Cc1ccc(N(C(=O)c2ccco2)C(C(=O)NC2CCCC2)c2ccco2)c(C)c1 (centres undefined) | -3% | 6% | -8% | u | -6% | -15%
CCC(C(=O)NCc1ccco1)N(C(=O)CNS(=O)(=O)c1ccccc1)c1ccc(OC)cc1 (centres undefined) | 1% | 1% | 1% | 35 | -10% | 22%
COc1ccc(OCCCCn2c(C3CC(=O)N(c4cccc(Cl)c4)C3)nc3ccccc32)cc1 (centres undefined) | x | x | 7% | -7 | 19% | x
CC(Cc1ccccc1)NC(=O)C1CCCNC1=O (centres undefined) | -3% | 4% | -6% | 35 | 0% | 6%
COc1ccc(-n2c(N)c(C(=O)NCC3CCCO3)sc2=S)cc1 (centres undefined) | -12% | u | -5% | 1 | -4% | 14%
COc1ccc(C(=O)Nc2cc3c4c(c2)C(C)C(=O)N4CCC3)cc1 (centres undefined) | u | x | 5% | 77 | -10% | u
O=C(NCc1ccccc1F)c1ccncc1 | -16% | 0% | -2% | -10 | -9% | 4%
Cc1sc(-c2ccccn2)nc1OC(=O)c1ccc(Cl)cc1 | 57%[activator] | -7% | -1% | 17 | -4% | 5%
Cc1nnc2n(Cc3ccccc3)c(=O)c3c4c(sc3n12)COC(C)(C)C4 | -3% | 3% | 7% | -7 | -2% | 27%
Cc1ccc(Cl)cc1NC(=O)COCc1cc(-c2ccco2)on1 | x | x | -11% | 0 | -5% | x
CC1CCCC(NC(=O)c2ccncc2)C1C (centres undefined) | 5% | 6% | -5% | -17 | 4% | 6%
O=C(NCc1ccncc1)C(=O)NCC(c1ccccc1)c1ccccc1 | x | 14% | -2% | -27 | -2% | 13%
CCCc1nc2sc3ccccc3c(=O)c2c(=O)n1Cc1ccco1 | -23% | -4% | 35µM* | 86 | -1% | -5%
O=C(CNC(=O)c1cn2ccccc2n1)Nc1ccc(F)c(F)c1 | 27% | x | 4% | 25 | -8% | 8%
COc1ccc(CCNC(=O)C2CCN(S(=O)(=O)c3ccc(-n4cnnn4)cc3)CC2)cc1OC | 3% | 0% | 0% | 58 | -17% | 11%
Cc1cc(NS(=O)(=O)c2ccc(-c3ccccc3)cc2)no1 | 2% | 14% | 0% | 17 | -3% | 5%
O=c1[nH][nH]cc1C=NCc1cccc(C(F)(F)F)c1 | -2% | 4% | 12% | -18 | u | -1%
CSc1ccc(CCNC(=O)CCc2c(C)nc3c(-c4ccccc4)c(C)nn3c2C)cc1 | x | x | 2% | -5 | 0% | x
CC(=O)Nc1nnc2n1CCS2 | x | x | 6% | 3 | 3% | x
CC(C)(C)n1nc2c(c1NC(=O)c1ccc(Cl)c([N+](=O)[O-])c1)CS(=O)(=O)C2 | 0% | 2% | -27% | -28 | -8% | 9%
CCS(=O)(=O)c1ccc(-c2cccc(NC(=O)COc3ccccc3)c2)nn1 | 0% | -1% | -6% | -7 | u | 14%
COc1ccc(C(=O)NCCn2cc(SCC(=O)NCC3CCCO3)c3ccccc32)cc1 (centres undefined) | 11% | 3% | -17% | -22 | -6% | 1%
COc1cccc(Nc2nnc(SCC(=O)N3CC(C)OC(C)C3)s2)c1 (centres undefined) | 11% | -2% | 3% | -32 | 2% | 11%
Cc1ccccc1NC(=O)Cn1nnc(S(=O)(=O)c2ccc(C(C)(C)C)cc2)c1N | -8% | 4% | -9% | -1 | u | u
Cc1ccc(S(=O)(=O)Cn2nnnc2C(CC(C)C)N2CCC(C(N)=O)CC2)cc1 (centres undefined) | -22% | 3% | -18% | -14 | -6% | 6%
Cc1ccc(-c2cc(=O)c3cc(C)ccc3[nH]2)cc1 | -5% | 0%[89.2 µM] | -10% | 0 | u | u
Oc1ccc(CCN2CCCCC2)cc1 | 4% | x | x | -22 | x | 14%
COCCNC(=O)CSc1nc2sccc2c(=O)n1-c1ccccc1 | -13% | 4% | -17% | 6 | -5% | -8%
CN(Cc1ccccc1)C(=O)c1ccc2c(c1)NC(=O)C(N1CCOCC1)S2 (centres undefined) | 15% | 3% | 22% | 0 | 6% | 11%
Cc1ccc(C)c(N2CCN(C(=O)C3CCC(CNS(=O)(=O)c4cccs4)CC3)CC2)c1 (centres undefined) | x | x | 2% | -30 | -1% | x
CCC1CCCCN1C(=O)CCc1nnc(Cc2cc(OC)ccc2OC)o1 (centres undefined) | 10% | 5% | 1% | -1 | 5% | 12%
COc1ccc(Cl)cc1NC(=O)CCCN1C(=O)CCC1=O | 55% | 1% | -9% | 37 | -9% | x

Quoted at random: four compounds from above.
SMILES | AMA1 RON2 block | FBPA Giardia inh | Sm TGR inh | HCMV inh | AmpC detergent | HCV inh
CC1CCCC(NC(=O)c2ccncc2)C1C (centres undefined) | 5% | 6% | -5% | -17 | 4% | 6%
COc1ccc(OCCCCn2c(C3CC(=O)N(c4cccc(Cl)c4)C3)nc3ccccc32)cc1 (centres undefined) | x | x | 7% | -7 | 19% | x
CCS(=O)(=O)c1ccc(-c2cccc(NC(=O)COc3ccccc3)c2)nn1 | 0% | -1% | -6% | -7 | u | 14%
COc1cccc(Nc2nnc(SCC(=O)N3CC(C)OC(C)C3)s2)c1 (centres undefined) | 11% | -2% | 3% | -32 | 2% | 11%

Later entries
SMILES | AMA1 RON2 block | FBPA Giardia inh | Sm TGR inh | HCMV inh | AmpC detergent | HCV inh
COc1ccccc1C1/C(=C(/O)c2ccccc2)C(=O)C(=O)N1CC(C)C (centres undefined) | -4% | -16% | -11% | -3 | u | 28%
Cc1c(Cl)cccc1NC(=O)C1CCN(c2ncnc3c2nc2n3CCCCC2)CC1 | x | x | -12% | -24 | 0% | x
Clc1cc(Cl)c(OCc2nc(-c3ccccn3)no2)cc1Cl | 2% | 5% | 5% | 71 | 5% | -7%
Cn1cccc1Cc1nnc(SCC(=O)Nc2nc3ccccc3s2)n1CCc1ccccc1 | 18% | 12% | 2% | 66 | -9% | -10%
COc1cccc(NC(=O)NNC(=O)COc2ccc3ccccc3c2)c1 | 120%[activator] | -2% | 1% | 19 | u | -9%
CCn1c(=S)[nH]c2c(c1=O)C(C)(C)Cc1ccccc1-2 | 72%[activator] | 10% | 0% | u | 9% | 12%
Nn1c(-c2ccc(O)cc2)nnc1-c1ccc(O)cc1 | 4% | -1% | 5% | -2 | -2% | 0%
COc1cccc(CNC(=O)C(C)n2ccc3cc(S(=O)(=O)N4CCCC4)ccc32)c1 (centres undefined) | -8% | 1% | -2% | -4 | 8% | u
O=[N+]([O-])c1cc(-c2nc(-c3ccccc3)no2)ccc1N1CCCCC1 | x | x | 5% | -88* | 16% | x
CCOc1ccc2[nH]c(=O)c(CN(Cc3nnnn3Cc3ccco3)C3CCCCC3)cc2c1 | -2% | u | 5.6µM* | -3 | 18% | u
ON=Cc1cccn1-c1ccccc1 | -3% | 6% | -3% | -16 | -15% | -5%
CCCCCn1c(=O)[nH]c2cc(C(=O)NCCN3CCC(C)CC3)ccc2c1=O | 17% | 1% | -5% | x | 0% | u
Cc1nc2cc(C(=O)O)ccc2n1-c1ccc(C(C)C)cc1 | x | x | -5% | 14 | -1% | x
COCCNC(=S)N1CCN(c2nc(-c3ccc(Cl)cc3)cs2)CC1 | 21% | 2% | -2% | u | -8% | 13µM*
COc1cccc2c1C(=O)c1c(O)c3c(c(O)c1C2=O)CC(O)(C(C)=O)CC3OC1CC(O)C(O)C(C)O1 (centres undefined) | 11% | x | x | -101* | x | u
CC(C)NC(=O)C(c1ccc(F)cc1)N(C(=O)CCC(=O)Nc1ccccn1)c1ccccc1F (centres undefined) | 2% | 0% | -4% | -30 | -1% | 23%
CN1c2ccsc2C(=O)/C(=C\Nc2cccc(C(F)(F)F)c2)S1(=O)=O | 18% | 1% | 20% | 6 | 7% | 23%
COc1ccc(NC(=O)CN2CCN(CC(=O)Nc3ccc4c(c3)OCO4)CC2)cc1 | 5% | -1% | -1% | 23 | 8% | 2%
Cn1ncc(Br)c1C(=O)NC1C2CC3CC(C2)CC1C3 (centres undefined) | 3% | 3% | -5% | u | u | 10%
O=C(NCc1cccs1)C1CC(c2ccc(Cl)cc2)=NO1 (centres undefined) | 6% | 0% | 31% | -4 | 0% | -10%

Taken from above:
Result of CC(Cc1ccccc1)NC(=O)C1CCCNC1=O (centres undefined) in Sm TGR inh: -6%
Result of Clc1cc(Cl)c(OCc2nc(-c3ccccn3)no2)cc1Cl in FBPA Giardia inh: 5%
Result of CC(C)(C)n1nc2c(c1NC(=O)c1ccc(Cl)c([N+](=O)[O-])c1)CS(=O)(=O)C2 in HCMV inh: -28

Part of the list above in order of molecular weight, lowest first:
SMILES | AMA1 RON2 block | FBPA Giardia inh | Sm TGR inh | HCMV inh | AmpC detergent | HCV inh
Clc1cc(Cl)c(OCc2nc(-c3ccccn3)no2)cc1Cl | 2% | 5% | 5% | 71 | 5% | -7%
COc1ccccc1C1/C(=C(/O)c2ccccc2)C(=O)C(=O)N1CC(C)C (centres undefined) | -4% | -16% | -11% | -3 | u | 28%
COc1ccc(NC(=O)CN2CCN(CC(=O)Nc3ccc4c(c3)OCO4)CC2)cc1 | 5% | -1% | -1% | 23 | 8% | 2%

Going on with the list.
SMILES | AMA1 RON2 block | FBPA Giardia inh | Sm TGR inh | HCMV inh | AmpC detergent | HCV inh
CCn1cc2nc(SCc3cccc(OC)c3)n(Cc3ccc(Cl)cc3)c(=O)c2n1 | x | x | 1% | -24 | -1% | x
CN1CN(C)c2cccc3cccc1c23 | -28% | -14% | -7% | 7 | u | -10%
Cc1cc(NC(=O)CSc2ncnc3sc4c(c23)CCC(C)C4)no1 (centres undefined) | x | 1% | 1% | x | 0% | 3%
Oc1ccc2[nH]cnc2c1CN1CCCCC1 | 33%[activator] | -12% | -12% | -13 | 5% | 11%
O=C(Cn1c2[n+](c3ccccc31)CC(O)CS2)c1ccccc1 (centres undefined) | 2% | 1% | 11% | -36 | 4% | 21%
CC(C)C(=O)Nc1nnc(SCC(=O)NCc2ccc3c(c2)OCO3)s1 | -17% | 0% | -5% | 0 | 5% | 6%
CCCCc1nc2sc3c(c2c(=O)[nH]1)CCC3 | -6% | 3% | 5% | -31 | 8% | 7%
